tuberculosis growth: growth inhibition of non-replicating M. tuberculosis (AID 488890) | Mycobacterium tuberculosis non-replicating, growth inhibition; higher % means a stronger effect | one-dose inhibition, % at 25 µM; IC50 in µM for titrated hits | actives 0.39% (n = 320,000); in the data active means a potency from the dose series; inconclusive means inhibition mostly from about 82% at the one dose, without a potency; inactive means the rest, 99 in 100 with inhibition below about 76%;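 further: plate controls were DMSO cells for no effect and high antibiotic wells for full effect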
H37Rv inhibition: M. tuberculosis growth inhibition, HTS (AID 449762); M. tuberculosis H37Rv growth inhibition, 7H9 media; higher % means a stronger effect; inhibition, % at 25 µM; hits with a dose series show IC50 in µM; actives 0.59% (n = 330,000); in the data active means a potency from the dose series; inconclusive means inhibition above about 70% without an active follow-up result;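 further: bacterial growth assessed after seven days of incubation; strong numbers were not always called active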
inhibitors of VEEV: inhibitors of VEEV TC-83 cytopathic effect, confirmation, Vero cells (AID 588727); one-dose inhibition, % at 20 µM; IC50 in µM for titrated hits; actives 0.13% (n = 350,000); Vero cells, VEEV TC-83 cytopathic effect inhibition; higher % means a stronger effect; in the data active means a potency from the dose series; inconclusive means inhibition mostly from about 14% at the one dose, without a potency; inactive means the rest, 99 in 100 with inhibition below about 12%; further: strong numbers were not always called active
H1N1 NS1A inhibition: H1N1 influenza NS1A inhibitors, functional cell based assay (AID 504329); NS1A functional cell-based assay, percent inhibition; higher % means a stronger effect; inhibition, % at 12.5 µM, or IC50 in µM where a hit was titrated; actives 0.3% (n = 340,000); in the data active means a potency from the dose series; inconclusive means inhibition above about 27% without an active follow-up result; further: strong numbers were not always called active
Salmonella PhoP GFP: Inhibition of PhoP regulon, Salmonella typhi GFP reporter cells, confirmation, 4 h (AID 1850). inhibition, % at 50 µM, or IC50 in µM where a hit was titrated. actives 0.33% (n = 310,000). Salmonella Typhi PhoP-promoter GFP reporter, fluorescence, 4 h; higher % means a stronger effect; in the data active means a potency from the dose series; inconclusive means inhibition mostly from about 25% at the one dose, without a potency; inactive means the rest, 99 in 100 with inhibition below about 19%;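 further: 0% = induced wells with vehicle and 100% = uninduced wells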
inhibitors of VEEV 10K pilot screen: second read-out of inhibitors of VEEV, no call of its own (marks repeat the call); inhibition, %; measured here: 10K pilot screen inhibition
* marks the source's active call; other numbers are inactive results; i = inactive; ? = inconclusive; . = not tested or not shown.

SMILES	tuberculosis growth	H37Rv inhibition	inhibitors of VEEV	H1N1 NS1A inhibition	Salmonella PhoP GFP	others
O=C(COc1ccc(S(=O)(=O)N2CCCCC2)cc1)NCC1CCCO1 (centres undefined)	-20%	4%	1.5%	-10%	-21%
COc1cc(OC)c2c(-c3cccc(-c4ccc(C(F)(F)F)cc4)c3)cc(=O)oc2c1	.	.	5.1%	-8%	.
COc1ccc(-n2ncc3c(=O)n(Cc4c(F)cccc4Cl)cnc32)cc1	1%	2%	0.5%	-6%	4%
Cc1ccc(S(=O)(=O)N(C)CC(=O)NCCCn2nc(C)cc2C)cc1	34%	-2%	i	-11%	.
Cc1ccc(S(=O)(=O)Nc2cc(=O)[nH]c(SCc3ccccc3Cl)n2)cc1	11%	9%	2.2%	-4%	0%
O=C(COc1ccc2c3c(c(=O)oc2c1)CCCC3)NCc1ccccn1	-4%	6%	0.8%	-2%	0%
O=C(Nc1cccc(F)c1)c1coc(=O)c(Br)c1	8%	-4%	i	27%	-5%
CCC(=O)c1cn(Cc2ccccc2)c2ccccc12	12%	4%	1.5%	-11%	3%
Cn1c(CC(=O)Nc2ccccc2Cl)nnc1SCC(=O)NC1CCCCC1	-10%	-1%	i	5%	9%
NC(=O)CCn1c2ccccc2c2ccccc21	13%	-1%	0.3%	6%	-6%
C[C@H]1CN(CCc2ccccc2)C(=O)[C@@H]1CC(=O)NCc1ccccc1	12%	-2%	1.4%	2%	15%
COc1ccc(C(=O)NCCCN2CCOCC2)cc1	-5%	2%	1.4%	-4%	-6%
NC(=O)c1ccc(Nc2ccc3nonc3c2[N+](=O)[O-])cc1	41%	-2%	11%	-2%	1%
Cc1ccc2nc(COC(=O)CNC(=O)c3ccccc3)cn2c1	.	.	4.4%	-11%	.
COc1ccc(C(=O)CSc2nnc(CNC(=O)c3ccco3)n2C)cc1	16%	6%	0.8%	0%	-10%
CN1CCc2c(sc3c2C(=O)NC(c2ccc(-c4cccc(Cl)c4)o2)N3)C1 (centres undefined)	.	1%	?	9%	13%
CC(C)=CCN1CCN(Cc2cnc(-c3ccccc3)s2)CC1CCO (centres undefined)	34%	-6%	i	-3%	3%
Cc1cc(C)c(S(=O)(=O)N2CCN(C(=O)C3COc4ccccc4O3)CC2)c(C)c1 (centres undefined)	24%	1%	6.3%	-8%	.
COc1ccc(NC(=O)CN(C)C(=O)c2cn(-c3ccccc3)nc2-c2ccc(Cl)cc2)cc1	14%	?	5.5%	7%	-7%
COCCN1C(=O)N(c2cccc(OC)c2)C(=O)C1CC(=O)Nc1ccc(Cl)cc1 (centres undefined)	-2%	-10%	1.0%	0%	-9%

Among those listed so far, 13 contain a carbonyl joined to an NH by a bond outside any ring:
SMILES	tuberculosis growth	H37Rv inhibition	inhibitors of VEEV	H1N1 NS1A inhibition	Salmonella PhoP GFP	others
O=C(COc1ccc(S(=O)(=O)N2CCCCC2)cc1)NCC1CCCO1 (centres undefined)	-20%	4%	1.5%	-10%	-21%
Cc1ccc(S(=O)(=O)N(C)CC(=O)NCCCn2nc(C)cc2C)cc1	34%	-2%	i	-11%	.
O=C(COc1ccc2c3c(c(=O)oc2c1)CCCC3)NCc1ccccn1	-4%	6%	0.8%	-2%	0%
O=C(Nc1cccc(F)c1)c1coc(=O)c(Br)c1	8%	-4%	i	27%	-5%
Cn1c(CC(=O)Nc2ccccc2Cl)nnc1SCC(=O)NC1CCCCC1	-10%	-1%	i	5%	9%
NC(=O)CCn1c2ccccc2c2ccccc21	13%	-1%	0.3%	6%	-6%
C[C@H]1CN(CCc2ccccc2)C(=O)[C@@H]1CC(=O)NCc1ccccc1	12%	-2%	1.4%	2%	15%
COc1ccc(C(=O)NCCCN2CCOCC2)cc1	-5%	2%	1.4%	-4%	-6%
NC(=O)c1ccc(Nc2ccc3nonc3c2[N+](=O)[O-])cc1	41%	-2%	11%	-2%	1%
Cc1ccc2nc(COC(=O)CNC(=O)c3ccccc3)cn2c1	.	.	4.4%	-11%	.
COc1ccc(C(=O)CSc2nnc(CNC(=O)c3ccco3)n2C)cc1	16%	6%	0.8%	0%	-10%
COc1ccc(NC(=O)CN(C)C(=O)c2cn(-c3ccccc3)nc2-c2ccc(Cl)cc2)cc1	14%	?	5.5%	7%	-7%
COCCN1C(=O)N(c2cccc(OC)c2)C(=O)C1CC(=O)Nc1ccc(Cl)cc1 (centres undefined)	-2%	-10%	1.0%	0%	-9%

Following part:
SMILES	tuberculosis growth	H37Rv inhibition	inhibitors of VEEV	H1N1 NS1A inhibition	Salmonella PhoP GFP	others
O=C(COc1ccc(S(=O)(=O)Nc2ccc(Cl)cc2)cc1)N1CCOCC1	4%	-1%	1.6%	-6%	-3%
Cc1cc(C)c2nc(NC(=O)c3ccc([N+](=O)[O-])o3)sc2c1	.	11%	5.6%	0%	-5%
COc1ccccc1-c1nnc(NC(=O)c2cccc(N3C(=O)CCC3=O)c2)o1	-8%	-3%	1.5%	-2%	1%
COc1ccc(NC(=O)c2ccc(NCCCN3CCOCC3)c([N+](=O)[O-])c2)cc1	2%	2%	1.6%	19%	-2%
Cc1ccc(Cl)c2sc(NC(=O)C3=COCCO3)nc12	?	6%	6.6%	0%	-4%
O=C(NCCCNC(=O)c1ccccc1Br)c1ccccc1Br	9%	-3%	i	-6%	-6%
COc1ccc2oc(C(=O)Nc3nccs3)c(C)c2c1	11%	1%	1.3%	-6%	-10%
CCSc1nc(O)c(C2OC(=O)c3c2ccc(OC)c3OC)c(=O)n1CC (centres undefined)	?	13%	i	5%	15%
CCOC(=O)C1CCN(C2CCN(Cc3nc(-c4ccccc4)no3)CC2)CC1	-3%	-3%	0.5%	-7%	3%
CCCS(=O)(=O)N1CCC(C(=O)N2CCN(C(=O)OCC)CC2)CC1	-9%	1%	1.6%	0%	-7%

Some of these compounds in order of molar mass, descending.
SMILES	tuberculosis growth	H37Rv inhibition	inhibitors of VEEV	H1N1 NS1A inhibition	Salmonella PhoP GFP	others
O=C(NCCCNC(=O)c1ccccc1Br)c1ccccc1Br	9%	-3%	i	-6%	-6%
COc1ccccc1-c1nnc(NC(=O)c2cccc(N3C(=O)CCC3=O)c2)o1	-8%	-3%	1.5%	-2%	1%
Cc1ccc(Cl)c2sc(NC(=O)C3=COCCO3)nc12	?	6%	6.6%	0%	-4%

The listing continues.
SMILES	tuberculosis growth	H37Rv inhibition	inhibitors of VEEV	H1N1 NS1A inhibition	Salmonella PhoP GFP	others
O=C(NN1CCOCC1)c1ccc(Cl)s1	22%	-1%	1.3%	-16%	-18%
Cc1nc2cc(CO)ccc2n1C	-3%	-5%	i	7%	-1%
O=C(OCC(=O)N1CCC(c2ccccc2)=N1)c1ccc([N+](=O)[O-])s1	0.61µM*	?	1.8%	19%	0%
CC(C)N1C(=O)c2ccccc2C1C(=O)NC1CCCCCC1 (centres undefined)	-5%	-11%	i	-8%	-4%
COc1ccc(C(c2nnnn2Cc2ccccc2)N2CCN(c3ccccc3)CC2)cc1 (centres undefined)	26%	13%	1.9%	-7%	-12%
COc1cc(C(C(=O)NC2CCCCC2)N(C(=O)c2snc(C(N)=O)c2N)c2ccc(C)cc2)ccc1O (centres undefined)	3%	15%	1.4%	-2%	7%
CC(C)(O)C(=O)NN(Cc1ccccc1)c1ccccc1	14%	-5%	1.0%	-2%	-2%
COc1ccc(N2C(=O)CC3(CCCC3)CC2=O)cc1	-5%	6%	0.5%	-1%	-5%
COc1ccc(CN2CCn3nc(C(=O)NC(C)C)cc3C2=O)cc1	15%	6%	1.9%	4%	3%
O=S(=O)(Nc1ccc2cn[nH]c2c1)c1ccc(C(F)(F)F)cc1	.	11%	4.5%	-5%	.
CC(=O)Nc1nnc(SCc2ccccc2F)s1	7%	-4%	3.6%	7%	1%
O=C(Cn1cc2c(n1)CCCCC2)NCc1ccccc1	10%	-6%	0.8%	8%	-3%
COc1cccc(-n2c(=S)[nH]c3ccccc3c2=O)c1	-36%	-9%	0.2%	10%	-7%
Cc1ccnc(NC2(C(F)(F)F)N=C3SCCN3C2=O)c1 (centres undefined)	6%	-1%	0.1%	2%	10%
CNC(=O)c1[nH]cnc1C(=O)Nc1ccccc1OC	16%	-1%	2.7%	-9%	3%
CC(=O)/C(N=Nc1c(C)n(C)n(-c2ccccc2)c1=O)=C(\C)O	-5%	-6%	0.9%	2%	8%
COc1ccc(N2CCN(C(C)C(=O)N3CCCC3)CC2)cc1 (centres undefined)	2%	-9%	0.1%	-6%	-16%
OCCN(Cc1ccccc1)Cc1cccc(Cl)c1Cl	4%	12%	0.6%	-10%	-1%
CCOC(=O)c1sc(NC(=O)c2ccc(CC)s2)nc1C	1%	-11%	3.1%	0%	-10%
COc1cc(NC(=O)n2ncc3cc(Cl)ccc32)cc(OC)c1	-6%	14%	0.6%	21%	-15%
CNC(=S)N1CCC(NC(=O)C(Cc2ccc(F)cc2)NC(C)=O)CC1 (centres undefined)	-2%	-2%	1.1%	6%	2%
C=CCN=C1N[C@@H](c2ccccc2)C(C(=O)OC)=C(C)N1CCOC	17%	-4%	3.8%	-12%	3%
Nc1ccc2cc(Br)ccc2c1	0.44µM*	52µM*	2.2%	1%	3%
Cn1c(=O)c(=O)n(C)c2cc(S(=O)(=O)N3CCCC3C(=O)Nc3ccc(F)cc3)ccc21 (centres undefined)	-5%	-1%	0.7%	2%	11%
CCNc1nc(Oc2ccc(=O)[nH]n2)nc(N2CCOCC2)n1	-5%	1%	i	-4%	7%
Oc1c(Br)cc(/C=N/Nc2nncc3ccccc23)cc1Br	14%	-7%	.	.	-5%
O=C(NNS(=O)(=O)c1ccccc1)C1CCCCC1	-11%	6%	0.4%	5%	6%
Cc1ccc(C(=O)C(C)OC(=O)Cc2n[nH]c(=O)c3ccccc23)cc1C (centres undefined)	17%	-10%	1.8%	-1%	4%
Cc1cccc(C)c1NC(=O)CN(C)C(=O)CN1C(=O)NC2(CCCC2)C1=O	-6%	3%	2.5%	-15%	4%
Nc1ccccc1C(=O)N/N=C1/C2CN3CCN(C2)CC1(Cc1ccccc1)C3	0%	-3%	0.6%	3%	6%
CC1(c2ccc3c(c2)OCCO3)NC(=O)N(CC(=O)Nc2c(F)cccc2F)C1=O (centres undefined)	.	8%	0.6%	-6%	.
O=C(CSc1nc(-c2ccc(F)cc2)cs1)N1CCc2ccccc21	-11%	-2%	1.5%	3%	-3%
Cc1ccc(NC(=O)CSCC(=O)N(C)CC(=O)Nc2ccccc2C(F)(F)F)cc1	.	.	0.9%	-8%	.
Cn1c(=O)oc2cc(S(=O)(=O)NCCC(=O)N3CC=C(c4ccccc4)CC3)ccc21	26%	2%	i	8%	-1%
CCC(=O)NC(c1ccccc1)c1nc2ccccc2[nH]1 (centres undefined)	-1%	-1%	4.1%	3%	-2%	inhibitors of VEEV 10K pilot screen=0.2
Cc1ccc(NC(=O)c2ccc(C#CC3(O)CCCCC3)cc2)cc1C	4%	0%	8.8%	-1%	7%
CC(=O)C1=C(C)OC(N)=C(C#N)C1c1cccc([N+](=O)[O-])c1 (centres undefined)	7%	-3%	1.0%	-3%	-11%
COc1ccc(CCN2CC(C(=O)NCc3cc(C)on3)CCC2=O)cc1 (centres undefined)	.	.	1.5%	4%	.
CC(C)=CCN1CCN(Cc2c[nH]c3ccccc23)CC1CCO (centres undefined)	37%	0%	0.4%	1%	-2%
CCOC(=O)c1cnc(SCC(C)C)nc1N	75%	-3%	5.4%	2%	-4%
Cc1ccc2oc(C(=O)NCc3ccc(S(N)(=O)=O)cc3)cc(=O)c2c1	-7%	7%	0.7%	-1%	-9%
Cc1ccc(CCc2nnc(SCC(=O)Nc3cc(Cl)ccc3Cl)n2-c2ccccc2)o1	61%	8%	3.5%	-5%	-5%
COc1cc(NC(=O)CN(C)S(=O)(=O)c2ccc3nc(C)sc3c2)cc(OC)c1	4%	-10%	0.8%	7%	4%
COc1ccccc1CC(=O)N1CCCc2cc(C)ccc21	4%	3%	i	-4%	7%
Cc1oc(-c2ccc(Cl)cc2)nc1CSCC(=O)NCCCN1CCOCC1	7%	1%	4.5%	-2%	-1%
CCOc1cc2nc(-c3ccc(OC)c(OC)c3)nc(N3CCOCC3)c2cc1OC	38%	?	.	.	-2%
CCOC(=O)c1c(C)c(C(=O)N2CCN(c3ccccc3)CC2)c(C)n1C	4%	5%	3.1%	-1%	-7%
O=C(Nc1ccc2c(c1)OCCO2)C1CCN(c2cnccn2)CC1	-1%	-16%	1.5%	2%	-7%
O=S(=O)(NCc1ccccc1)c1ccc(S(=O)(=O)NCC2CCCO2)cc1 (centres undefined)	-12%	-8%	0.4%	-4%	4%
N#CCc1ccc(OC(=O)Nc2ccccc2)cc1	-1%	1%	0.1%	-18%	-10%

Bioassay records deposited in PubChem by Southern Research Specialized Biocontainment Screening Center.
